Source: PubChem
Neddyl block – blocks human cullin neddylation | P61081+Q13564 | TR-FRET cullin neddylation, biochemical | calls only at 25 µM | actives 0.58% (n = 360,000) | AID 651699; in the data active = inhibition above about 36%
E coli Lon inh – inhibitors of E. coli Lon protease; P0A9M0; purified E. coli Lon protease, fluorescence polarization; inhibition, % at 7.94 µM; actives 0.42% (n = 360,000); in the data active = inhibition above about 13%, passing the limit was not always enough;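 note: 0% = enzyme with probe and DMSO and 100% = no enzyme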
Rin1 Abl inh – human Rin1-Abl interaction inhibition. actives 0.4% (n = 360,000). P00519+Q13671. AID 588664. inhibition, % at 7.35 µM. TR-FRET Rin1/Abl binding, biochemical; in the data active = inhibition above about 5%, passing the limit was not always enough
MT1-MMP act inh – MT1-MMP (human) activation inhibition | AID 651647 | GFP/RFP ratio change, % at 20 µM | P50281 | HT1080 RFP-PRO-GFP cells, GFP/RFP ratio fluorescence, overnight; percent of plate control window, DMSO zero | actives 0.061% (n = 360,000);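 active = GFP/RFP ratio change of at least 30% with cell ATP level not reduced by more than half and red fluorescence within 50% of control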; note: strong numbers were not always called active
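system = RFP-PRO-GFP reporter HT1080 cells | dosing = 20 µM single dose, 1% DMSO | timing = overnight cell settling, then overnight compound exposure, 37 °C, 5% CO2 | read-out basis = GFP/RFP fluorescence ratio | controls = DMSO and RFP-L50D-GFP cell wells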
NRP1-CendR mod – NRP-1/CendR interaction modulation | O14786 | FAM-RPARPAR peptide binding to NRP-1, fluorescence polarization | inhibition, % at 25 µM | actives 0.85% (n = 360,000) | AID 602438;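 active = inhibition or corrected inhibition above about 18%, plus a signal ratio from 0.5 to 1.5, limit read from the data, passing the limit was not always enough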; note: strong numbers were not always called active
Target sequence (O14786 whole entry, looked up): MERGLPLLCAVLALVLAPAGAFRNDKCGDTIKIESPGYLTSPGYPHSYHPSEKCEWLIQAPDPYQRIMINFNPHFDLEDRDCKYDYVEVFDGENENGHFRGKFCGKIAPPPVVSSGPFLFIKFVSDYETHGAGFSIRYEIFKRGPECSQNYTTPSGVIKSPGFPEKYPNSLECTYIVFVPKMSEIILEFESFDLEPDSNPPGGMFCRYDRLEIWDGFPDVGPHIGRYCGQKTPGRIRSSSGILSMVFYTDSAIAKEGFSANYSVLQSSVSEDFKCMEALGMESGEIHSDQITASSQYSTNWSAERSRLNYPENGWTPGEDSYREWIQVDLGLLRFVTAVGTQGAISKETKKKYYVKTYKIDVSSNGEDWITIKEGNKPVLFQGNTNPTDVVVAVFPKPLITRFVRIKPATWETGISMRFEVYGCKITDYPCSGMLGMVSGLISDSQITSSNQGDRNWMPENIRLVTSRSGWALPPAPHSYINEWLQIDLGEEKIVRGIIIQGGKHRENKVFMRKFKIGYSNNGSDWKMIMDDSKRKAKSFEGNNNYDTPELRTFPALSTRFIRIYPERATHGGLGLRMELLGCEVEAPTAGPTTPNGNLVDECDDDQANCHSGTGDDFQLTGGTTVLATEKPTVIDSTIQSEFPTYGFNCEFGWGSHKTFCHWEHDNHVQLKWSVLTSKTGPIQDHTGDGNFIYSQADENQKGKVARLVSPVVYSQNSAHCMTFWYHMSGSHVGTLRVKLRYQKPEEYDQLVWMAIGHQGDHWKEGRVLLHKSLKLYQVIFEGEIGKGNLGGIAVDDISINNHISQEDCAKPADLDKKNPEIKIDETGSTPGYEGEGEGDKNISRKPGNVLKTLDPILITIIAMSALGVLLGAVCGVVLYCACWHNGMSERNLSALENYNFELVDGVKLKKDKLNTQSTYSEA
SKN-1 block – blocks SKN-1 activity in C. elegans | actives 0.49% (n = 360,000) | C. elegans VP596 Pgst-4::GFP/RFP ratio, acrylamide-induced, 24 h | inhibition, % at 21.8 µM | AID 624304;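 active = interference check ratio from 0.5 to 1.5 plus GFP to RFP signal ratio inhibition reaching or exceeding a fixed threshold, cut at about 30% in these data, passing the limit was not always enough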; note: some compounds called inactive have numbers as strong as hits
MsrA act – bovine methionine sulfoxide reductase A activation | purified bovine MsrA, absorbance read-out | activation, % at 10.6 µM | actives 0.3% (n = 360,000) | AID 602163; in the data active = activation above about 7.5%;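 note: 0% = vehicle and 100% = reference activator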
FAS TE block – inhibitors of human fatty acid synthase thioesterase domain | P49327 | recombinant FAS-TE, OMFH fluorogenic substrate, fluorescence endpoint | inhibition, % at 15 µM | actives 0.67% (n = 360,000);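 active = compounds whose normalised, plate-corrected inhibition of enzyme fluorescence in the single-dose primary screen is 50% or more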;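 note: 0% = DMSO with enzyme and 100% = substrate without enzyme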
MsrA inh – inhibits bovine methionine sulfoxide reductase A; purified bovine MsrA, absorbance read-out; actives 0.75% (n = 360,000); inhibition, % at 15.5 µM; in the data active = inhibition above about 4.5%;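 note: 0% = vehicle wells with enzyme and 100% = reference inhibitor wells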
* = called active by the depositor; i = inactive; x = no result given; + = active, no number.

Second line of a record – Neddyl block	E coli Lon inh	Rin1 Abl inh	MT1-MMP act inh	NRP1-CendR mod	SKN-1 block	MsrA act	FAS TE block	MsrA inh
- COC(CN(C)C(=O)c1cn(C)c2ccc(S(=O)(=O)N(C)C3CCCCC3)cc2c1=O)OC
→ i	-1	0	-2	-9	1	-3	-5	0.9
- CCOc1ccc(/C=N/NC(=O)Cc2csc(Nc3cccc(C(F)(F)F)c3)n2)cc1
→ i	1	0	0	-4	-11	2	22	0.0
- Cc1csc(NC(=O)C2=COCCO2)n1
→ i	-3	4	1	-4	-13	-4	-6	0.9
- COc1ccc(-n2c3c(cc(C(=O)NCC(=O)c4ccccc4)c2=O)C(=O)CC(C)(C)C3)cc1
→ i	-3	0	x	1	3	-10	-4	2.3
- COc1ccc(-c2nc3cnccn3c2Nc2ccc3c(c2)OCO3)cc1
→ i	3	-3	-7	-15	-12	-3	10	2.2
- CCN(CC)CCCn1c2c(c(SCC(=O)Nc3ccccc3Cl)nc1=O)CCC2
→ i	-16	2	-3	3	6	-3	-6	-0.2
- Cc1c(C(=O)Nc2ccc(Cl)cc2)c2ccccn2c1C(=O)c1ccc([N+](=O)[O-])cc1
→ i	-8	1	6	9	-9	-5	71*	0.7
- Cc1ccccc1NC(=O)c1ccc2c(c1)C(=O)N(CC(C)C)C2=O
→ i	-2	1	2	4	14	0	-6	0.8
- CCOC(=O)N1CCN(C(=O)c2ccc(CN(c3ccc(C)c(C)c3)S(C)(=O)=O)cc2)CC1
→ i	7	1	4	-6	7	-1	-2	2.3
- Cc1cccc(C)c1NC(=O)C1(C)CSCC(=O)N1Cc1cccc(C(F)(F)F)c1 (configuration not stated)
→ i	x	x	3	3	4	x	x	-0.3
- Cc1ccc(-c2nn(-c3ccc(F)cc3)cc2C(=O)NCC2CCCO2)cc1 (configuration not stated)
→ i	7	-4	-2	0	17	-2	-1	-0.4
- Cn1c(=O)c2c(nc(Br)n2Cc2ccccc2Cl)n(C)c1=O
→ i	2	1	-1	-6	5	-4	-3	-0.2
- O=c1oc(-c2cccc(S(=O)(=O)N3CCOCC3)c2)nc2ccccc12
→ i	-6	3	-3	4	9	-2	-61	0.4
- CCOc1ccc(C(=O)NC2CC3CCCC(C2)N3Cc2ccccc2)cc1 (configuration not stated)
→ i	-4	2	3	6	16	-2	-5	-0.1
- CCN1C(=O)C(O)(C2COC(C)(C)CC2=O)c2cc(Br)ccc21 (configuration not stated)
→ i	-8	-1	-13	3	14	1	-6	0.3
- Cc1ccc(SCc2nc(N)nc(Nc3ccccc3C)n2)c(C)c1
→ i	3	-2	2	-2	2	-1	6	-1.0
- COc1cccc(-c2ccc3c(c2)N(Cc2ccccc2OC)C(=O)C(C)S3)c1 (configuration not stated)
→ i	3	1	-10	22*	13	-3	29	-0.5
- COCc1c(C(=O)N2CCN(Cc3ccc4c(c3)OCO4)CC2)oc2ccccc12
→ i	-11	4	-2	26*	8	-4	0	0.2
- Cc1[nH]nc2c1/C(=N\O)CC(C)(C)C2
→ i	7	-1	-3	-5	12	0	-7	0.5
- COc1ccc(Cl)cc1-c1nc(SCC(=O)NCC2CCCO2)n[nH]1 (configuration not stated)
→ i	4	0	2	9	0	-6	1	0.0
- O=C(NCc1ccccn1)c1nc(-c2cccs2)no1
→ i	1	2	6	3	1	4	-2	1.7
- c1ccc(-c2nnc(SCc3cn4ccsc4n3)o2)cc1
→ i	-5	0	10	-4	1	-11	-10	0.7
- COCC1CCN(C(=O)C2CCC(=O)N(CCc3cccc(F)c3)C2)CC1 (configuration not stated)
→ i	-9	1	-4	1	14	0	-5	2.9
- CNC(=S)N(Cc1cccs1)Cc1cc2ccc(OC)cc2[nH]c1=O
→ i	-7	2	-1	20	-7	-11	3	0.5
- COc1ccc(CCNC(=O)/C=C/c2ccc(S(=O)(=O)N3CCOCC3)cc2)cc1
→ i	9	-3	1	4	-12	-7	-9	0.3
- CCOC(=O)[C@@H]1[C@H]2COc3ccccc3[C@@H]2N2C(=O)N(c3ccc(OC)cc3)C(=O)[C@]12C
→ i	-1	1	-1	7	-6	-1	0	1.2
- O=C(O)c1cc(NC(=O)c2ccc([N+](=O)[O-])cc2)cc(NC(=O)c2ccc([N+](=O)[O-])cc2)c1
→ i	-5	2	-2	0	3	-1	9	1.2
- CCc1ccc(NC(=O)c2ccc3c(=O)n4c(nc3c2)CCCCC4)cc1
→ i	1	3	5	1	-7	-2	8	-0.1
- CC(=O)c1sc(-c2ccc(F)cc2)cc1NS(=O)(=O)c1ccccc1
→ +	7	-2	6	1	0	-1	-8	-0.3
- CN(C)S(=O)(=O)c1cccc(C(=O)NC2CCSc3ccccc32)c1 (configuration not stated)
→ i	10	-4	-3	19	-1	-4	8	-0.8

Reprinted at random: four compounds from above, in no set order.
Second line of a record – Neddyl block	E coli Lon inh	Rin1 Abl inh	MT1-MMP act inh	NRP1-CendR mod	SKN-1 block	MsrA act	FAS TE block	MsrA inh
- Cc1ccc(-c2nn(-c3ccc(F)cc3)cc2C(=O)NCC2CCCO2)cc1 (configuration not stated)
→ i	7	-4	-2	0	17	-2	-1	-0.4
- COCc1c(C(=O)N2CCN(Cc3ccc4c(c3)OCO4)CC2)oc2ccccc12
→ i	-11	4	-2	26*	8	-4	0	0.2
- CCOC(=O)[C@@H]1[C@H]2COc3ccccc3[C@@H]2N2C(=O)N(c3ccc(OC)cc3)C(=O)[C@]12C
→ i	-1	1	-1	7	-6	-1	0	1.2
- CN(C)S(=O)(=O)c1cccc(C(=O)NC2CCSc3ccccc32)c1 (configuration not stated)
→ i	10	-4	-3	19	-1	-4	8	-0.8

(further entries)
Second line of a record – Neddyl block	E coli Lon inh	Rin1 Abl inh	MT1-MMP act inh	NRP1-CendR mod	SKN-1 block	MsrA act	FAS TE block	MsrA inh
- COC(=O)c1ccc(CS(=O)(=O)c2ccc(F)cc2)o1
→ i	4	-2	-3	3	-10	-1	-4	-1.2
- Cc1cc(C)c(C)c(S(=O)(=O)NCc2ccncc2)c1C
→ i	5	7	-4	0	3	-2	-4	1.2
- OC[C@@H](O)C1OC2NC(=S)OC2C1O (some centres not stated)
→ i	3	-4	-3	-4	0	-3	-4	-0.7
- CCC(Oc1ccc(Br)cc1Cl)C(=O)Nc1nnc(C2CC2)s1 (configuration not stated)
→ i	1	-2	-1	-5	-1	-2	10	2.6
- CCCn1cnc2c(oc3ccccc32)c1=O
→ i	0	1	1	-2	20	-2	-8	-1.9
- CC1=C(C)NC(=S)SC1
→ i	-9	3	-3	2	-16	1	-3	-1.2
- Cc1noc(C)c1COC(=O)CNC(=O)c1ccc(Cl)cc1
→ i	16	0	-3	-4	3	-4	-2	0.7
- O=S1(=O)CCC(NC(=S)NC2CCS(=O)(=O)C2)C1 (configuration not stated)
→ i	-5	-1	6	2	-6	1	-9	-1.2
- COC(=O)C(NC(C)=O)(Nc1cc(C)ccn1)C(F)(F)F (configuration not stated)
→ i	-1	-2	3	0	3	-3	-5	0.5
- Cc1ccc(C)c(NC(=O)CCC(=O)NNC(=O)c2cccc([N+](=O)[O-])c2)c1
→ i	-5	3	-7	-7	0	-4	1	-0.4
- COc1cc(/C=N/NC(=O)c2ccc(O)cc2)ccc1OCC(=O)Nc1cccc([N+](=O)[O-])c1
→ i	-7	1	6	-6	-8	-3	1	-0.1
- CCOC(=O)C1=C(C)N(CCCCCC(=O)O)C(=O)NC1c1ccc(Br)cc1 (configuration not stated)
→ i	11	2	6	10	16	-3	-12	-0.5
- COCC(=O)Nc1ccccc1-c1ccccc1
→ i	-14	3	2	-1	8	-4	-6	1.5
- COc1ccc(CCCNC(=O)C2(C)Cc3c(-c4ccc5c(c4)OCO5)ccnc3O2)cc1 (configuration not stated)
→ i	4	1	-1	5	-3	-8	16	2.2
- Cc1ccc(OCCNC(=O)[C@H]2O[C@@H](n3ccc(N)nc3=O)[C@H](O)[C@@H]2O)cc1C
→ i	-4	6	0	1	9	-1	-12	-0.7
- N/C(=N\N=C/c1ccc(F)cc1)N/N=C\c1ccc(F)cc1
→ i	2	-2	10	8	51*	-1	-23	1.4
- COc1ccc(N(C)S(=O)(=O)c2cccc(C(=O)OCC(=O)N(C)c3ccccc3)c2)cc1
→ i	-3	3	5	14	14	-3	18	0.2
- Cc1[nH]c(C)c(S(=O)(=O)N2CCCCC2C)c1C(=O)N1CCCC1 (configuration not stated)
→ i	5	1	0	8	11	-2	-3	-0.5
- CCCC(=O)NC(Nc1cccc(C(F)(F)F)c1)C(Cl)(Cl)Cl (configuration not stated)
→ i	0	6	4	0	-11	0	10	-0.2
- COc1cccc(C(=O)NN2CCOCC2)c1
→ i	12	0	-3	7	-21	-9	-6	1.3
- CC1CCC(n2c(=S)[nH]c3ccccc3c2=O)CC1 (configuration not stated)
→ i	1	-1	5	4	0	-4	10	-0.6
- CCOc1cc(S(=O)(=O)N2CCCCC2)ccc1F
→ i	10	-5	-3	-3	-27	-2	1	0.2
- COc1ccccc1C(=O)Nn1cnc2ccccc2c1=O
→ i	-3	1	2	-1	7	-1	-6	0.5
- O=C(CN1C(=O)NC2(CCc3ccccc32)C1=O)NCC(=O)Nc1ccc(F)cc1 (configuration not stated)
→ i	-9	3	-4	7	7	0	-8	-0.8
- Cc1[nH]c(=S)[nH]c(=O)c1CCCO
→ i	-5	2	-2	5	0	2	-5	0.1
- O=C(c1ccccc1)N1CCN(C(=S)NCc2ccco2)CC1
→ i	-8	4	1	-10	4	-2	-4	-1.0
- COCCN(C(=S)Nc1cccc(C)c1C)C(C)c1ccco1 (configuration not stated)
→ i	-7	1	-2	1	-11	-2	3	-0.1
- O=C(OCC(=O)N1CCCCC1)c1ccc2c(c1)C(=O)N(Cc1ccco1)C2=O
→ i	-6	4	6	5	-4	-4	-10	-1.3
- COc1ccc(/C=N/Nc2nc(C)cc(=O)[nH]2)cc1OC
→ i	-2	0	4	13	-3	-11	-4	3.5
- Cc1ccc(S(=O)(=O)N2CCOCC2)cc1C(=O)N1CCN(S(=O)(=O)c2cccs2)CC1
→ i	2	-3	1	6	4	-2	-3	1.1
- Fc1ccc(CN2CCN(C(c3ccccc3)c3ccccc3)CC2)cc1
→ i	1	-1	-3	-6	3	-2	22	0.8
- Cc1ccccc1OCCC(=O)Nc1cc(S(=O)(=O)N2CCCCC2)ccc1N1CCN(C)CC1
→ i	-6	2	0	5	8	1	0	-0.6
- O=C(N=C1SCC(=O)N1c1ccccc1Cl)c1ccco1
→ i	-13	4	11	-11	15	-1	-4	0.0
- O=C(O)CN1C(=O)C(=O)N(Cc2ccc(Cl)c(Cl)c2)C1=O
→ i	8	5	1	8	10	-1	4	0.0
